Screening results from PubChem BioAssay.
TIM10 inh – TIM10 yeast growth inhibition. inhibition, % at 10 µM. S. cerevisiae TIM10 strain growth, BacTiter-Glo luminescence, 24 h. 330,000 tested, 1.4% active;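 active = inhibition of 40% or more at the single tested concentration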;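 also: wild-type TIM10 isogenic control strain grown at permissive 25 °C; 0% = DMSO yeast wells and 100% = minimal medium wells without yeast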
Mdm2 MdmX PPI – human Mdm2/MdmX binding inhibition. 330,000 tested, 3% active. inhibition, % at 8 µM. O15151+Q00987. SaOS-2 split-luciferase Mdm2/MdmX complementation, luminescence;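 active = inhibition of at least 50% at 8 µM in the primary screen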
Target sequence (O15151 whole entry, looked up): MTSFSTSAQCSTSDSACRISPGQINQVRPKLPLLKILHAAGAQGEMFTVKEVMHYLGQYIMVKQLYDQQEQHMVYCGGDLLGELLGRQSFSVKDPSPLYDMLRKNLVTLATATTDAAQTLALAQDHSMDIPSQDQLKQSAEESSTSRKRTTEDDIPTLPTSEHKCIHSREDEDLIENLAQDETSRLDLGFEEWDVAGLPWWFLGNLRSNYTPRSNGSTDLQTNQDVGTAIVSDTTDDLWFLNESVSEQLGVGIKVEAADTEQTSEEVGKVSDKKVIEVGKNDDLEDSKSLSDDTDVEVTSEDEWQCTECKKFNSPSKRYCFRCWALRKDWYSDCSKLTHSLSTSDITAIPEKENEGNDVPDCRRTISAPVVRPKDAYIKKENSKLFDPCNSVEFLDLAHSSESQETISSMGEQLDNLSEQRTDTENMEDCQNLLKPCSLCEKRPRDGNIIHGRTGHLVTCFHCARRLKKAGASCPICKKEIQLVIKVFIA
Target sequence (Q00987 whole entry, looked up): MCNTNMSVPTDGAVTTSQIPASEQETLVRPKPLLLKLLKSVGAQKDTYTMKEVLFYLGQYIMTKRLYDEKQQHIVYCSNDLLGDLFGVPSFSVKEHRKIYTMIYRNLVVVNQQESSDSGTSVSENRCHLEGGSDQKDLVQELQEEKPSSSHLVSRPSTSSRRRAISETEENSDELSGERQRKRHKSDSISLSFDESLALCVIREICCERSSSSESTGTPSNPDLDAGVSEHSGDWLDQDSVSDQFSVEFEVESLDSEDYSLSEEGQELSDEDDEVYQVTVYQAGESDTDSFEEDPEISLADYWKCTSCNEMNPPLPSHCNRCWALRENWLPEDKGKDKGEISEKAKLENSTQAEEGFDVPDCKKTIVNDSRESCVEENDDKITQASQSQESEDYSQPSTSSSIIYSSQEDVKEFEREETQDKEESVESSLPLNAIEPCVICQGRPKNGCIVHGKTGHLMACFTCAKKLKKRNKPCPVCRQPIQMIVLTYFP
CXCR6 block – inhibitors of human CXCR6 receptor; O00574; CHO-K1 PathHunter CXCR6 beta-arrestin, luminescence; inhibition, % at 20 µM; 360,000 tested, 0.36% active; AID 602244; in the data active = inhibition above about 34%, passing the limit was not always enough;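 also: antagonist mode with CXCL16 agonist at 10 nM final; 0% = 10 nM CXCL16 with DMSO and 100% = unstimulated wells without agonist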
tim10-1 inh – tim10-1 yeast growth inhibition | S. cerevisiae tim10-1 ts strain growth, BacTiter-Glo, 24 h | inhibition, % at 20 µM | 330,000 tested, 2.2% active;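 active = inhibition of at least 40%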;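 also: mutant grown at 25 °C; 0% = DMSO wells with yeast and 100% = wells holding no yeast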
CHOP UPR activ – apoptotic UPR (CHOP) activation | CHO-CHOP luciferase reporter, luminescence; percent of tunicamycin response over DMSO baseline | activation, % at 10 µM | 330,000 tested, 0.34% active;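 active = at 10 µM dose, activation of 40% or more, normalized to positive control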;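 also: 100% = tunicamycin at 10 µg/mL and 0% = DMSO alone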
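System: CHO-CHOP luciferase reporter cell line; amount: 500 cells/well; buffer or medium: F12 medium containing 10% fetal bovine serum; incubation: 6 h compound exposure at 37 °C after overnight seeding; measured by: luciferase luminescence after 10 min with Steady-Glo reagent; evaluation: % reporter activation, DMSO baseline versus tunicamycin full activation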
APJ ag – agonists of human APJ apelin receptor; P35414; activation, % at 20 µM; 330,000 tested, 0.11% active; CHO-K1 APJ PathHunter beta-arrestin, luminescence; 0% DMSO wells, 100% apelin;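 active = activation more than six SD over the plate average, tested at 20 µM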;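 also: 0% = DMSO alone and 100% = apelin-13 at 10 nM; some results filed as inactive read as strong as hits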
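Test system: CHO-K1 APJ beta-arrestin complementation cell line | Compound: Single test compound dose, 20 µM final, 1% DMSO | Incubation: Compound 90 min 25 °C, reagent 1 h | Measured by: beta-gal luminescence | Read-out basis: APJ–arrestin association signal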
tim23-1 inh – inhibits growth of tim23-1 mutant yeast; S. cerevisiae tim23-1 growth, BacTiter-Glo luminescence, 24 h; AID 463212; inhibition, % at 20 µM; 330,000 tested, 1.3% active;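 active = growth inhibition of the mutant yeast at or above 50%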;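 also: temperature-sensitive mutant grown at 25 °C; plate controls were DMSO-treated mutant yeast for no effect and medium wells lacking yeast for full effect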
APJ antagonist – blocks the human apelin receptor APJ. 330,000 tested, 0.32% active. CHO-K1 APJ beta-arrestin complementation, luminescence. P35414. inhibition, % at 20 µM;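 active = inhibition above about 40% at 20 µM, limit read from the data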;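 also: cells challenged with 10 nM apelin-13 agonist together with compound; plate controls were apelin-13 plus DMSO wells for no effect and DMSO wells lacking apelin-13 for full effect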
UPR XBP1 act – adaptive UPR (XBP1) activation; CHO-XBP1 luciferase reporter, IRE1-XBP1 UPR activation, luminescence; percent of tunicamycin response, DMSO as zero; activation, % at 20 µM; 330,000 tested, 0.33% active; AID 463104;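 active = versus positive control, 20 µM dose yields 30% or more activation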;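 also: 100% = tunicamycin at 10 µg/mL and 0% = DMSO only wells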
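assay system = CHO-XBP1 luciferase reporter cells | amount = 1000 cells/well | buffer or medium = F12 plus 10% FBS | compound dosing = single point, 20 µM final compound, 1% DMSO | incubation = 16-18 h cell attachment at 37 °C, then 6 h compound exposure | detection = Steady-Glo luminescence read | controls = tunicamycin 10 µg/mL and vehicle-only wells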
The depositor's hits bear a star; & = joins results of further samples. Only part of the results is shown, so the mix of outcomes need not match the whole.

SMILES	TIM10 inh	Mdm2 MdmX PPI	CXCR6 block	tim10-1 inh	CHOP UPR activ	APJ ag	tim23-1 inh	APJ antagonist	UPR XBP1 act
CC(C)CN(C(=O)COC(=O)COc1ccc2c(c1)CCC2)c1c(N)n(Cc2ccccc2)c(=O)[nH]c1=O	-4	24	11	-9	1.8	-7	-5	4	1
O=C(Nc1ccc2[nH]c(=S)sc2c1)c1ccccc1	8	-86	-9	10	2.9	-3	15	10	5
CC(C)C[C@H](NC(=O)c1nc[nH]c1C(=O)NCc1ccc(CNC(=O)OC(C)(C)C)cc1)C(=O)OCc1ccccc1	4	27	4	3	0.5	0	19	0	-2
COc1cc(CNc2ccc(N3CCCCC3)cc2)ccc1OCC(=O)NC(C)(C)C	1	29	-12	-14	2.0	6	9	-27	-5
Cc1ccc(OCC(=O)Nc2ccc3c(c2)CCC3)c([N+](=O)[O-])n1	32	-31	-2	28	4.4	-1	23	-3	0
Nc1ccccc1N=Cc1ccc(-c2cccc(Cl)c2)o1	18	-19	25	29	5.8	9	40	-8	2
CCN(CC)c1ccc(/C=C(/C#N)C(=O)NC(C)C)o1	-4	-15	0	17	2.7	-1	11	3	3
COc1cccc(OCc2nnc3n2N=C(c2ccccc2)C(CC(=O)O)S3)c1 (configuration not stated)	10	-4	-3	8	-0.8	-3	0	-2	-3
O=C(c1ccco1)N1CCN(c2nc(C3CC3)nc3c2nnn3Cc2ccccc2Cl)CC1	15	50	17	26	-0.2	-1	31	-5	1
C=CCc1ccc(OCCOCCOc2cccc3cccnc23)c(OC)c1	-2	21	0	-3	1.8	-2	37	0	-4
Cc1cc(C)n2c(SCc3ccc(Cl)cc3Cl)nnc2n1	-14	8	4	11	-1.0	-5	26	5	6
CCN(CC)CCNC(=O)C1CCC(=O)N(c2ccc(OC)cc2)C1c1ccc(F)cc1 (configuration not stated)	5	-3	-4	7	3.8	-1	14	-17	-1
O=C(N/N=C/c1ccc[nH]1)c1ccc(O)cc1	-17	7	8	-7	3.8	-3	0	-10	-2
CCN=C1SC(CC(=O)NCCc2ccc(OC)cc2)C(=O)N1CC (configuration not stated)	8	-25	-6	21	0.3	-3	24	-10	-1
CC(C)=CCN1CCN(Cc2cnc(N3CCOCC3)s2)CC1CCO (configuration not stated)	-12	4	-3	-15	-1.0	0	6	-6	-3
O=C(Nc1ccc(F)c(F)c1)c1cc(S(=O)(=O)N2CCN(c3ccccn3)CC2)ccc1F	12	24	10	14	0.5	3	6	3	-5
CCCCC(=O)NC(c1ccc(OC)c(OC)c1)c1c(O)ccc2ccccc12 (configuration not stated)	5	-7	-3	12	0.3	-6	10	-10	2
COc1ccc(COCC(O)CN2CCC(C(N)=O)CC2)cc1 (configuration not stated)	8	0	6	-5	-1.2	-4	0	9	-2
CC1(C)Cc2cccc(OCC(=O)N3CCN(S(=O)(=O)c4ccccc4F)CC3)c2O1	4	16	4	32	-2.1	-4	9	-9	-1
CCOC(=O)c1c(C)cccc1OCC(N)=O	-7	-8	-10	-6	0.6	-2	-1	2	-2
Cc1cc(/C=N/NC(N)=O)c(C)n1-c1ccc(F)cc1	-10	21	-5	1	-1.1	-4	23	1	0
CC(=O)Nc1ccc(S(=O)(=O)N2CCN(C(=O)c3ncoc3-c3cccc(C)c3)CC2)cc1	11	15	1	4	-0.6	0	9	7	-3
CC(=O)N1CCC(=NNc2ccc(S(=O)(=O)N3CCOCC3)cc2[N+](=O)[O-])CC1	7	8	-8	10	0.7	-3	-8	-15	-1
Cn1c(=O)oc2cc(S(=O)(=O)Nc3cccc4c3CCCC4)ccc21	25	15	-7	29	1.7	0	9	-4	-3
Cc1cccc(C)c1NC(=O)COC(=O)c1cc(=O)c2ccccc2o1	10	8	-4	9	1.1	1	3	20	0
CCOC(=O)c1sc(NC(=O)CSc2nc(-c3ccco3)cc(C(F)(F)F)n2)c(C(=O)OC)c1C	5	73*	1	-9	1.0	-7	-8	11	-2
Cc1ccc(C)c(N2CCN(CCCNC(=O)Cn3cc4c(n3)CCC(C)C4)CC2)c1 (configuration not stated)	-33	29	-1	-29	-1.0	-3	-34	19	4
COc1ccc(CCNCc2cc(C)n(-c3ccc(OC)cc3)c2C)cc1	8	2	6	33	1.5	-4	-1	1	-5
Cc1cc(OC(=O)c2ccco2)c2c(C)cc(=O)oc2c1	3	-7	-4	2	-0.6	-7	6	-3	1
CCN(CC)c1ccc(NC(=O)c2ccc(Br)o2)cc1	4	-180	3	18	6.0	4	35	-2	3
Cc1ccccc1CN1CCN(C(=O)c2cc(-c3ccncc3)nc3ccccc23)CC1	28	28	-7	38	0.6	8	44	-19	-2
CCOc1ccc(NS(=O)(=O)c2ccc3c(c2)n(C)c(=O)n3C)cc1	-15	-3	-16	4	-3.8	-1	9	3	-1
COCc1cc(C)nc(N2CCNCC2)c1C#N	13	19	4	1	-0.8	-3	8	11	-3
CCc1nnc(NC(=O)CSc2nnc(CNC(=O)c3cc(OC)c(OC)c(OC)c3)o2)s1	0	14	-7	13	-2.0	-1	12	3	1
COc1cc(NC(=O)CSc2ncnc3sc4c(c23)CCC(C)C4)c(C(=O)O)cc1OC (configuration not stated)	19	-14	4	14	1.7	1	19	6	-1
CCC1(C)Cc2nc3[nH]c(=S)n(-c4ccccc4C)c(=O)c3cc2CO1 (configuration not stated)	14	18	6	15	-0.8	-4	6	29	-3
CCOC(=O)CSc1nnc2c(n1)C1(C)CCC2C1(C)C (configuration not stated)	2	-8	-2	23	-0.7	3	18	20	2
CC(=O)c1cccc(NC(=O)C2CCCC2)c1	8	-2	8	16	-1.0	0	25	4	-4
CC(CC(=O)Nc1ccc(Br)cc1F)S(=O)(=O)c1ccc2c(c1)NC(=O)CO2 (configuration not stated)	-3	23	-7	18	-0.1	-1	9	9	-5
COc1cccc(CN2CCN(Cc3cccc(Br)c3)CC2)c1OC	0	-9	1	-2	-0.1	-2	2	6	-2
COc1cccc(/C=N/NC(=O)CNC(=O)c2ccncc2)c1O	-10	20	-14	14	-0.2	-1	14	6	-2
CCn1c(SCC(=O)NC(C)(C)C)nc(O)cc1=O	7	17	4	-13	-2.8	-1	11	-2	0
O=Cc1ccc(OCCOc2ccc([N+](=O)[O-])cc2)cc1	14	5	-2	19	0.8	0	14	-23	1
CCC(=O)N1CCN(c2ccc(NC(=O)c3ccc4ccccc4c3)cc2)CC1	2	6	-3	25	1.6	-2	11	11	2
O=C(N/C(=C/c1ccc(Br)cc1)C(=O)N1CCOCC1)c1cccs1	1	2	0	16	-1.7	3	24	10	1

Arranged by count of non-hydrogen atoms (falling): part of the list above.
SMILES	TIM10 inh	Mdm2 MdmX PPI	CXCR6 block	tim10-1 inh	CHOP UPR activ	APJ ag	tim23-1 inh	APJ antagonist	UPR XBP1 act
CCc1nnc(NC(=O)CSc2nnc(CNC(=O)c3cc(OC)c(OC)c(OC)c3)o2)s1	0	14	-7	13	-2.0	-1	12	3	1
Cc1ccccc1CN1CCN(C(=O)c2cc(-c3ccncc3)nc3ccccc23)CC1	28	28	-7	38	0.6	8	44	-19	-2
CCC(=O)N1CCN(c2ccc(NC(=O)c3ccc4ccccc4c3)cc2)CC1	2	6	-3	25	1.6	-2	11	11	2
CC(CC(=O)Nc1ccc(Br)cc1F)S(=O)(=O)c1ccc2c(c1)NC(=O)CO2 (configuration not stated)	-3	23	-7	18	-0.1	-1	9	9	-5
CCC1(C)Cc2nc3[nH]c(=S)n(-c4ccccc4C)c(=O)c3cc2CO1 (configuration not stated)	14	18	6	15	-0.8	-4	6	29	-3
CCOc1ccc(NS(=O)(=O)c2ccc3c(c2)n(C)c(=O)n3C)cc1	-15	-3	-16	4	-3.8	-1	9	3	-1
COc1cccc(/C=N/NC(=O)CNC(=O)c2ccncc2)c1O	-10	20	-14	14	-0.2	-1	14	6	-2
O=Cc1ccc(OCCOc2ccc([N+](=O)[O-])cc2)cc1	14	5	-2	19	0.8	0	14	-23	1
CCn1c(SCC(=O)NC(C)(C)C)nc(O)cc1=O	7	17	4	-13	-2.8	-1	11	-2	0
COCc1cc(C)nc(N2CCNCC2)c1C#N	13	19	4	1	-0.8	-3	8	11	-3
CC(=O)c1cccc(NC(=O)C2CCCC2)c1	8	-2	8	16	-1.0	0	25	4	-4

Other results follow.
SMILES	TIM10 inh	Mdm2 MdmX PPI	CXCR6 block	tim10-1 inh	CHOP UPR activ	APJ ag	tim23-1 inh	APJ antagonist	UPR XBP1 act
COCCCNC(=O)c1cccc(C(=O)NCCCOC)c1	-6	-28	2	12	0.3	-1	3	-6	1
O=C(CN1C(=O)NC(Cc2ccccc2)C1=O)Nc1ccc(F)c(Cl)c1 (configuration not stated)	-10	-5	-13	-18	0.2	-2	-9	-6	-5
Cc1cc(C)c(OCCCCCn2ccnc2)c(C)c1	6	-57	1	5	0.4	2	15	10	-2
Cc1cc(C)n2nc(C(=O)N3CCCC(N4CCN(c5ccccc5C)CC4)C3)cc2n1 (configuration not stated)	17	-12	-2	7	0.9	-3	12	9	-2
COc1ccc(N(C(=O)c2cccc([N+](=O)[O-])c2)S(=O)(=O)c2ccc3c(c2)n(C)c(=O)n3C)cc1	14	28	-3	30	3.6	1	31	17	1
O=C(O)CC1COc2ccccc2N1C(=O)c1ccccc1Cl (configuration not stated)	-5	-9	-4	13	-0.5	4	11	-3	-2
CCC(=O)C1CCCN(C(=O)CCc2nnc(C3(c4ccc(Cl)cc4)CCC3)o2)C1 (configuration not stated)	11	-17	3	29	5.3	7	24	6	-2
CC(C)[C@@H]1COC(c2cccc(C3=N[C@H](C(C)C)CO3)c2)=N1	6	-14	3	29	3.0	3	30	0	1
CCCCCC(=O)N1CCN(CCN=CC2=C(O)CC(c3ccc(OC)c(OC)c3)CC2=O)CC1 (configuration not stated)	15	11	-7&-4	14	-1.8	0	11	-2	0
CC(C)(C)C(=O)N1NC(=Nc2ccccc2)SC1(C)C	33	-7	0	32	-1.2	-3	47	-5	6
COc1ccc(NC(=O)CSc2nnc(-c3ccccn3)n2N)cc1	4	4	2	17	-1.1	-2	11	5	0
Cc1ccc(C)c2[nH]c(=O)c(CN(Cc3cccs3)C(=S)NCc3ccco3)cc12	19	21	3	35	-0.9	-3	34	24	-4
